Screens from PubChem BioAssay.
PfHsp40 yeast – rescue of PfHsp40-mediated yeast toxicity; S. cerevisiae expressing PfHsp40, growth rescue, ATP luminescence; AID 504582; growth rescue, % at 12.5 µM; 340,000 tested, 0.68% active; in the data active means growth rescue above about 28%, passing the limit was not always enough; inconclusive means no clear call, values can overlap the other calls;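 further: yeast W303a lacking pdr1 and pdr3 grown in galactose medium; growth measured after three days at 30 °C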
BoNT A protease – blocks Botulinum neurotoxin A light chain protease; multiplex microsphere protease substrate cleavage, flow cytometry; inhibition, % at 10 µM; 360,000 tested, 0.17% active; further: plate controls were buffer without enzyme for full effect and enzyme alone for no effect
TcdB GH inh – blocks C. difficile toxin B glycohydrolase activity; inhibition, % at 9.99 µM; P18177; 350,000 tested, 0.24% active; TcdB glycohydrolase enzymatic assay, plate reader; in the data active means inhibition above about 10%
PrPC surface inh – reduces human prion protein on the cell surface | P04156 | AID 720596 | inhibition, % at 13.8 µM | cell surface PrPC, TR-FRET read-out | 370,000 tested, 0.43% active; in the data active means inhibition above about 24%; further: 0% = median of the test wells and 100% = reference compound wells
Anthrax LF prot – anthrax lethal factor protease inhibition; P15917; multiplex microsphere protease cleavage assay, LF; inhibition, % at 10 µM; 360,000 tested, 0.12% active; further: plate controls were buffer without enzyme for full effect and enzyme alone for no effect
CCHFV vOTU inh – blocks the CCHF virus ovarian tumor domain protease; CCHFV vOTU protease, Pep-AMC fluorescence; inhibition, % at 11.5 µM; 370,000 tested, 0.55% active; in the data active means inhibition above about 30%; further: 0% = vehicle wells with enzyme and 100% = no enzyme wells
Y pestis TopoI – blocks Yersinia pestis topoisomerase I activity; Y. pestis Topo-I cleavage product accumulation, plate reader; activity, % at 10 µM; 360,000 tested, 0.064% active; in the data active means activity above about 50%, passing the limit was not always enough; inconclusive means no clear call, values can overlap the other calls; further: inactives centre near 2
BoNT-F LC inh – blocks Botulinum neurotoxin F light chain protease; Multiplex microsphere protease cleavage assay, flow cytometry; inhibition, % at 10 µM; 360,000 tested, 0.22% active; AID 588497; in the data active means inhibition above about 35%, passing the limit was not always enough; inconclusive means no clear call, values can overlap the other calls; further: plate controls were buffer without enzyme for full effect and enzyme alone for no effect
FadD28 FP inh – inhibitors of Mycobacterium tuberculosis FadD28 bisubstrate binding | FadD28 bisubstrate probe binding, fluorescence polarization | inhibition, % at 12.5 µM | 360,000 tested, 0.22% active | AID 588549; in the data active means inhibition above about 8.5%, passing the limit was not always enough; inconclusive means no clear call, values can overlap the other calls
The depositor's hits bear a star. Unless noted, no stated cut-off is given here; in the data, active means inhibition above about 30%; inconclusive means no clear call, values can overlap the other calls; inactive means below that.

Screening COc1ccc(Br)cc1C(=O)NCc1cccnc1 returned PfHsp40 yeast 34*, BoNT A protease -0.3, PrPC surface inh 0, Anthrax LF prot -3, CCHFV vOTU inh -8, Y pestis TopoI 4, BoNT-F LC inh 5 and FadD28 FP inh -2.3.
O=C(Nc1ccc(F)cc1F)N1CCC(c2nc3ccccc3o2)CC1 was read as PfHsp40 yeast -0.5, BoNT A protease 0.5, TcdB GH inh 0.4, PrPC surface inh 0, Anthrax LF prot 1, CCHFV vOTU inh -8, Y pestis TopoI 13, BoNT-F LC inh 0 and FadD28 FP inh -2.0.
Screening O=C(OCC(=O)N1CCN(C(=O)c2ccco2)CC1)c1cc(-c2ccc(F)cc2)nc2ccccc12 returned PfHsp40 yeast 10, BoNT A protease 0.0, PrPC surface inh 1, Anthrax LF prot 3, CCHFV vOTU inh -8, Y pestis TopoI 28, BoNT-F LC inh 3 and FadD28 FP inh -9.1.
`Cc1ccc(/C(N)=N/OC(=O)c2cccc(F)c2)cc1` gave PfHsp40 yeast -0.1, BoNT A protease -1.8, PrPC surface inh -5, Anthrax LF prot -6, CCHFV vOTU inh -8, Y pestis TopoI -2, BoNT-F LC inh -3 and FadD28 FP inh -2.0.
`O=C(c1ccc(Br)cc1)N1CCN(Cc2ccccc2)CC1` gave PfHsp40 yeast 0.0, BoNT A protease 0.5, TcdB GH inh -0.1, PrPC surface inh -8, Anthrax LF prot 13, CCHFV vOTU inh -8, Y pestis TopoI 6, BoNT-F LC inh inconclusive and FadD28 FP inh -2.3.
Screening CCCCc1nnc(NC(=O)CSCc2cc(=O)n3c(C)csc3n2)s1 returned PfHsp40 yeast 0.0, BoNT A protease -0.4, TcdB GH inh 2.4, PrPC surface inh -8, Anthrax LF prot 1, CCHFV vOTU inh 11, Y pestis TopoI -6, BoNT-F LC inh -5 and FadD28 FP inh -2.8.
For CC(=O)CCc1ccc(OC(=O)c2cccnc2)cc1 the results were PfHsp40 yeast -1.1, BoNT A protease 0.6, PrPC surface inh -4, Anthrax LF prot -2, CCHFV vOTU inh 5, Y pestis TopoI 2, BoNT-F LC inh -13 and FadD28 FP inh -2.4.
Screening Cc1ccc(S(=O)(=O)N2CCN(CCC#N)CC2)cc1 returned PfHsp40 yeast -0.2, BoNT A protease -3.1, TcdB GH inh -0.5, PrPC surface inh 10, Anthrax LF prot -3, CCHFV vOTU inh -24, Y pestis TopoI -6, BoNT-F LC inh -6 and FadD28 FP inh -2.0.
Screening Cc1ccc(C)c(S(=O)(=O)N2CCCCC2CCNC(=O)C(=O)NCc2ccccn2)c1 (stereo not drawn) returned PfHsp40 yeast 1.3, BoNT A protease 9.3, TcdB GH inh 0.7, PrPC surface inh 3, Anthrax LF prot 1, CCHFV vOTU inh -1, Y pestis TopoI 2, BoNT-F LC inh 10 and FadD28 FP inh 1.8.
Cc1ccc(N/C=C(/C#N)c2ccsc2)cc1C was read as PfHsp40 yeast -0.3, BoNT A protease -0.5, PrPC surface inh 4, Anthrax LF prot -8, CCHFV vOTU inh 0, Y pestis TopoI -5, BoNT-F LC inh -9 and FadD28 FP inh -0.5.
`CCOc1ccc(S(=O)(=O)Nc2cccc(-c3ccc(N4CCCCCC4)nn3)c2)cc1` gave PfHsp40 yeast 0.8, BoNT A protease 0.8, TcdB GH inh 3.8, PrPC surface inh 5, Anthrax LF prot 4, CCHFV vOTU inh 7, Y pestis TopoI 32, BoNT-F LC inh 10 and FadD28 FP inh 0.0.
Screening Cc1ccc(S(=O)(=O)N2CCCC(C(=O)NCCC(C)C)C2)cc1 (stereo not drawn) returned PfHsp40 yeast 0.1, BoNT A protease -0.2, TcdB GH inh 1.2, PrPC surface inh 6, Anthrax LF prot -5, CCHFV vOTU inh 3, Y pestis TopoI 14, BoNT-F LC inh 0 and FadD28 FP inh -3.3.
Screening COc1cc([N+](=O)[O-])cc(/C=N/NC(=O)Cn2nc(C)cc2C)c1O returned PfHsp40 yeast -1.8, BoNT A protease -0.6, TcdB GH inh -3.2, PrPC surface inh 4, Anthrax LF prot 0, CCHFV vOTU inh 9, Y pestis TopoI -3, BoNT-F LC inh -3 and FadD28 FP inh -3.6.
OCc1cn(-c2ccccc2)nc1-c1cc2ccccc2o1 was read as PfHsp40 yeast 0.7, BoNT A protease 1.2, TcdB GH inh 1.0, PrPC surface inh 8, Anthrax LF prot -5, CCHFV vOTU inh -12, Y pestis TopoI -7, BoNT-F LC inh -3 and FadD28 FP inh -4.2.
For Cn1c(=O)c2c(nc(Br)n2CCCc2ccccc2)n(C)c1=O the results were PfHsp40 yeast -0.5, BoNT A protease -0.2, PrPC surface inh 3, Anthrax LF prot -7, CCHFV vOTU inh 3, Y pestis TopoI 0, BoNT-F LC inh -16 and FadD28 FP inh 1.0.
COc1cccc(NC(=O)CCC2CCN(C(=O)c3c(C)noc3C)CC2)c1 was read as PfHsp40 yeast 1.0, BoNT A protease -0.1, TcdB GH inh 0.7, PrPC surface inh -2, Anthrax LF prot -2, CCHFV vOTU inh 6, Y pestis TopoI 1, BoNT-F LC inh 2 and FadD28 FP inh -3.4.
For CCCCCCOc1ccc(CN2CCN(CCO)CC2)cc1 the results were PfHsp40 yeast 0.8, BoNT A protease -0.3, PrPC surface inh -4, Anthrax LF prot -2, CCHFV vOTU inh -1, Y pestis TopoI 4, BoNT-F LC inh -8 and FadD28 FP inh -0.6.
`O=C(CSc1ccc(Cl)cc1)Nc1ccc(-c2nc3ccccc3[nH]2)cc1` gave PfHsp40 yeast -0.2, BoNT A protease -0.7, PrPC surface inh -5, Anthrax LF prot 0, CCHFV vOTU inh 2, Y pestis TopoI 6, BoNT-F LC inh 2 and FadD28 FP inh -2.3.
For O=C1c2ccccc2C(=O)N1CCCc1nc(-c2ccccc2)no1 the results were PfHsp40 yeast 0.6, BoNT A protease -3.2, TcdB GH inh 0.8, PrPC surface inh 6, Anthrax LF prot -2, CCHFV vOTU inh -7, Y pestis TopoI 20, BoNT-F LC inh -3 and FadD28 FP inh -3.7.
`O=S(=O)(c1cccs1)N1CCN(CCOc2ccc(Cl)cc2)CC1` gave PfHsp40 yeast 1.2, BoNT A protease 0.4, TcdB GH inh 0.6, PrPC surface inh 5, Anthrax LF prot 0, CCHFV vOTU inh 3, Y pestis TopoI 34, BoNT-F LC inh -5 and FadD28 FP inh -3.1.
For CCN1C(=O)CC(NC2CCN(C(=O)c3ccc(F)cc3)CC2)C1=O (stereo not drawn) the results were PfHsp40 yeast 0.7, BoNT A protease 2.2, TcdB GH inh 0.8, PrPC surface inh -1, Anthrax LF prot 0, CCHFV vOTU inh 0, Y pestis TopoI 3, BoNT-F LC inh 2 and FadD28 FP inh -3.7.
Screening CCOC(=O)c1ccc(NC(=S)N2CCN(Cc3ccccc3)CC2)cc1 returned PfHsp40 yeast -1.8, BoNT A protease -0.4, PrPC surface inh 1, Anthrax LF prot -2, CCHFV vOTU inh 0, Y pestis TopoI 5, BoNT-F LC inh -2 and FadD28 FP inh -0.6.
Cc1ccc(N2CCN(C(=O)c3ccccc3NC(=O)/C=C\C(=O)O)CC2)cc1 was read as PfHsp40 yeast -0.4, BoNT A protease -0.4, Anthrax LF prot 0, Y pestis TopoI 6, BoNT-F LC inh -16 and FadD28 FP inh -2.3.
For CC(C)C[C@@H]1COc2cc(N3CCN(C)CC3)ccc2S(=O)(=O)N1 the results were BoNT A protease 0.0, TcdB GH inh 0.7, PrPC surface inh 8, Anthrax LF prot -8, CCHFV vOTU inh 0 and BoNT-F LC inh -2.
CCc1nc2ccc(C(=O)Nc3cc(-c4ccccc4)ccc3OC)cn2c1N(CCN(C)C)CC1CC1 was read as BoNT A protease -0.6, TcdB GH inh 1.1, PrPC surface inh -19, Anthrax LF prot -8, CCHFV vOTU inh -5, Y pestis TopoI -11, BoNT-F LC inh -4 and FadD28 FP inh -7.5.
CCOC(=O)COc1ccc(CCNC(C)=O)cc1 was read as PfHsp40 yeast 1.0, BoNT A protease -0.1, PrPC surface inh -4, Anthrax LF prot 3, CCHFV vOTU inh -3, Y pestis TopoI 5, BoNT-F LC inh -1 and FadD28 FP inh 0.4.
O=C(N/N=C/c1ccncc1)c1cccc(NC(=O)c2ccccc2Cl)c1 was read as PfHsp40 yeast -1.1, BoNT A protease 0.6, TcdB GH inh -0.9, PrPC surface inh -1, Anthrax LF prot 2, CCHFV vOTU inh 8, Y pestis TopoI -3, BoNT-F LC inh 2 and FadD28 FP inh -6.1.
`Cc1cc2ccccn2c1C(=O)c1ccc([N+](=O)[O-])o1` gave PfHsp40 yeast 0.1, BoNT A protease -0.4, TcdB GH inh 0.7, PrPC surface inh -6, Anthrax LF prot -4, CCHFV vOTU inh 3, Y pestis TopoI -2, BoNT-F LC inh 2 and FadD28 FP inh -4.7.
COC(=O)c1cccc(NC(=O)C2C3CCC(C3)C2C(=O)O)c1 (stereo not drawn) was read as PfHsp40 yeast -0.6, BoNT A protease 4.9, PrPC surface inh -6, Anthrax LF prot 4, CCHFV vOTU inh -12, Y pestis TopoI 6, BoNT-F LC inh 7 and FadD28 FP inh -0.4.
`Cc1c(C(C)NC(=O)c2ccc3nc(Cc4ccccc4F)oc3c2)cnn1C` (stereo not drawn) gave PfHsp40 yeast 0.3, BoNT A protease 0.7, TcdB GH inh 1.3, PrPC surface inh -4, Anthrax LF prot -2, CCHFV vOTU inh -7, Y pestis TopoI 26, BoNT-F LC inh 9 and FadD28 FP inh 0.0.
`O=C(COC(=O)c1ccc(C(F)(F)F)cc1)Nc1cccc(S(=O)(=O)N2CCCCC2)c1` gave PfHsp40 yeast -0.3, BoNT A protease 0.1, TcdB GH inh 2.0, PrPC surface inh 1, Anthrax LF prot 11, CCHFV vOTU inh 18, Y pestis TopoI 8, BoNT-F LC inh -3 and FadD28 FP inh -1.2.
`COCCNC(=O)c1ccc(-n2c(SCc3ccncc3)nc3ccccc3c2=O)cc1` gave PfHsp40 yeast 0.0, BoNT A protease -0.2, TcdB GH inh 0.5, PrPC surface inh -3, Anthrax LF prot 6, CCHFV vOTU inh 11, Y pestis TopoI 24, BoNT-F LC inh -2 and FadD28 FP inh 0.2.
`Cc1ccc(S(=O)(=O)NCC(=O)OCC(=O)N2C(C)CCCC2C)cc1` (stereo not drawn) gave PfHsp40 yeast 0.6, BoNT A protease 0.5, TcdB GH inh 2.4, PrPC surface inh 7, Anthrax LF prot 4, CCHFV vOTU inh 11, Y pestis TopoI 2, BoNT-F LC inh -4 and FadD28 FP inh -2.0.
For O=C(N/N=C/c1ccccn1)C1CC1 the results were PfHsp40 yeast -0.8, BoNT A protease 0.1, PrPC surface inh -1, Anthrax LF prot 2, CCHFV vOTU inh -4, Y pestis TopoI -4, BoNT-F LC inh 16 and FadD28 FP inh -0.9.
For O=C(CCc1ccccc1)NCCSc1ccccc1 the results were PfHsp40 yeast 0.9, BoNT A protease -1.0, TcdB GH inh -1.7, PrPC surface inh 2, Anthrax LF prot -9, CCHFV vOTU inh -5, Y pestis TopoI 8, BoNT-F LC inh -3 and FadD28 FP inh -1.3.
CCOc1ccc(S(=O)(=O)NCc2cccnc2)cc1NC(=O)c1ccccc1 was read as PfHsp40 yeast 0.1, BoNT A protease -0.3, TcdB GH inh 2.5, PrPC surface inh 6, Anthrax LF prot -2, CCHFV vOTU inh -3, Y pestis TopoI 4, BoNT-F LC inh -6 and FadD28 FP inh -0.8.
For COc1cc(/C=N/Nc2nc(Nc3ccccc3)nc(N3CCCCC3)n2)ccc1OCC(=O)O the results were PfHsp40 yeast -0.2, BoNT A protease -0.2, PrPC surface inh 3, Anthrax LF prot 1, CCHFV vOTU inh -2, Y pestis TopoI 10, BoNT-F LC inh 0 and FadD28 FP inh -3.7.
